Bioassay records from PubChem BioAssay.
ADAM10 inh: inhibits human ADAM10 | recombinant ADAM10, EDANS/DABCYL FRET peptide cleavage, 3 h | actives 0.62% (n = 370,000) | AID 720582 | inhibition, % at 7 µM;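 active = inhibition above a per-campaign cutoff equal to the mean of compounds falling between control-based bounds plus 3 SD, cut at about 20% in these data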;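 also: 0% = DMSO wells while the 100% control is not disclosed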
NPR1 activator: GC-A (human) enzyme activation | P16066 | HEK293 GC-A cells, cGMP TR-FRET, EC30 ANP; 0% at EC30 ANP, 100% saturating ANP | activation, % at 10 µM | actives 0.14% (n = 370,000) | AID 1671463; in the data active = activation above about 40%
DDE Tn6 FP inh: disrupts Tn6 cyclic peptide binding to fibrin D-Dimer-E complex; P02675; Fibrin DD(E) TRITC-Tn6 fluorescence polarization displacement; inhibition, % at 8.3 µM; actives 0.21% (n = 370,000);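 active = inhibition above a per-campaign cutoff: mean of compounds within control limits plus 3 SD, cut at about 15% in these data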;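 also: 0% = median of all compound wells on the plate and 100% = blocking peptide control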
ARFGAP1 inh: inhibitors of rat ARFGAP1. Q62848. Arfgap1-stimulated ARF1 GTP hydrolysis, GDP FP detection. inhibition, % at 16.5 µM. actives 0.26% (n = 360,000);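 active = inhibition above a per-plate limit, mean inhibition of low control wells plus 3 SD, cut at about 25% in these data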;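 also: 0% = DMSO wells with enzyme and 100% = wells lacking Arfgap1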
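Assay system: purified rat His6-Arfgap1 residues 1-136 (GAP domain); Reagent: human Δ17 ARF1 bound to GTP; Dosing: 16.5 µM single point, 1.26% DMSO; Times: GTP hydrolysis reaction 2 h at 25 °C; Signal: FP, GDP Alexa 633 tracer displaced from anti-GDP antibody, 620/688 nm; Measure: % inhibition from polarization.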
sPLA2-III inh: Blocks human group III sPLA2 activity | AID 743126 | Q9NZ20 | QFRET BODIPY PC-A2 liposome hydrolysis, fluorescence | inhibition, % at 12.2 µM | actives 0.56% (n = 370,000);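 active = inhibition above mean plus 3 SD of compounds lying within the high and low control bounds, cut at about 19% in these data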;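 also: 0% = median of test compound wells and 100% = no enzyme DMSO wells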
rCAG RNA binder: molecules binding r(CAG) RNA repeats; r(CAG) RNA repeat, TO-PRO-1 dye displacement fluorescence; inhibition, % at 3 µM; actives 1.3% (n = 370,000); AID 651821;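 active = inhibition above the plate cutoff, the mean of all test compounds on that plate plus 3 SD, cut at about 35% in these data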;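 also: 0% = DMSO alone and 100% = 100 µM mitoxantrone as full dye displacement; higher means more dye released from RNA so lower well fluorescence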
FXN GAA850 act: increases GAA850 frataxin promoter reporter activity; HEK293 lucGAA850 FXN promoter luciferase reporter, 24 h; percent of 10 µM SAHA response; activation, % at 6 µM; actives 0.56% (n = 360,000); AID 540364;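 active = activation above the average of all compounds screened plus 3 SD, cutoff fixed separately per campaign, cut at about 7.5% in these data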;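 also: 0% = DMSO wells and 100% = 10 µM SAHA wells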
ASAP1 GAP inh: ASAP1 ArfGAP inhibition; inhibition, % at 16.5 µM; actives 0.19% (n = 360,000); AID 624377; ASAP1-stimulated ARF1 GTP hydrolysis, GDP FP detection; in the data active = inhibition above about 25%;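 also: 0% = vehicle with enzyme and substrate and 100% = no enzyme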
GC-B act: GC-B (human) receptor activation; AID 1920062; actives 0.11% (n = 370,000); activation, % at 10 µM; HEK293-GC-B cells, CNP EC30, cGMP TR-FRET; 0% at EC30 CNP, 100% saturating CNP;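 active = activation at 10 µM reaching about 35% in either raw or pattern-adjusted values, limit read from the data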
Target sequence (P20594 whole entry, looked up): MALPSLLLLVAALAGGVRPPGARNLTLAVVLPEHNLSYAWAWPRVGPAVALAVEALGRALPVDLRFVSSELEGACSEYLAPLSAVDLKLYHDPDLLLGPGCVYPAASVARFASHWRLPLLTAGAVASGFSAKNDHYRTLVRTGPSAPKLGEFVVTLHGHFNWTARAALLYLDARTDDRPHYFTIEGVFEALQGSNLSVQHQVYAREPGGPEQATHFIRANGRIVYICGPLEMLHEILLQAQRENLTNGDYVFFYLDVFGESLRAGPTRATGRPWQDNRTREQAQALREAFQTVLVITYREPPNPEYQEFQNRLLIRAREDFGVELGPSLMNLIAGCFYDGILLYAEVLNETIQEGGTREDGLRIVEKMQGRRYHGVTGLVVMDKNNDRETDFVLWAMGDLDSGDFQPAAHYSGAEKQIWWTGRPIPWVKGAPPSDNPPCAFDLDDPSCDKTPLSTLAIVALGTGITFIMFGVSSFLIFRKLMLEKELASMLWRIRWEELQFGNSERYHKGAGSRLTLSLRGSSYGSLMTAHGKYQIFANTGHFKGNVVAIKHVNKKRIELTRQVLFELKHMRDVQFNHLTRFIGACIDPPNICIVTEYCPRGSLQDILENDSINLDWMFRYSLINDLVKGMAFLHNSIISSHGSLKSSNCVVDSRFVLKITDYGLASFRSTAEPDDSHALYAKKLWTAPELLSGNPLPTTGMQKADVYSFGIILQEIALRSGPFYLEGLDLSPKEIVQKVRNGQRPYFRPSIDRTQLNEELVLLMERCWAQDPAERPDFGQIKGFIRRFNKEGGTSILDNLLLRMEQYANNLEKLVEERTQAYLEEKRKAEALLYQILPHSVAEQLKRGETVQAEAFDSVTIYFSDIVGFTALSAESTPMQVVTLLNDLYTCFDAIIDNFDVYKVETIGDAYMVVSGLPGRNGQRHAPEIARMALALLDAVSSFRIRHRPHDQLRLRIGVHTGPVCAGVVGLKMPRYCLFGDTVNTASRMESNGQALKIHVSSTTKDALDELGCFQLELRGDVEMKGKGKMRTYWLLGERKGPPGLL
KLK7 zymogen act: proKLK7 (human) activation, primary screen | actives 0.9% (n = 370,000) | purified proKLK7, EDANS-DABCYL substrate fluorescence; 100% is mature enzyme control, 0% vehicle | activation, % at 7 µM;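 active = activation above the mean of all tested compounds plus 3 SD, computed per campaign excluding outliers beyond control limits, cut at about 13% in these data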
* = called active by the depositor; x = not tested or not shown.

Screens by letter: A = ADAM10 inh; B = NPR1 activator; C = DDE Tn6 FP inh; D = ARFGAP1 inh; E = sPLA2-III inh; F = rCAG RNA binder; G = FXN GAA850 act; H = ASAP1 GAP inh; I = GC-B act; J = KLK7 zymogen act
CCNC(=O)NC(=O)CSc1ccc(S(=O)(=O)N2CCCCC2)cn1
  A: -10.5 | B: 4.5 | C: 3.5 | D: -5.6 | E: 5.7 | F: 1.7 | G: 0.3 | H: -3.1 | I: 5.4 | J: 0.0

O=C(Cn1nc(Cc2cccnc2)c2ccccc2c1=O)N1CCN(c2ccccn2)CC1
  A: -10.4 | B: -1.4 | C: 1.1 | D: 12.2 | E: 2.4 | F: -6.3 | G: 0.1 | H: 7.5 | I: 5.6 | J: 0.0

COCc1cc(C)nc(SCC[N+](C)(C)CC(=O)c2ccccc2)c1C#N
  A: -1.2 | B: 4.1 | C: -1.9 | D: 3.2 | E: -3.3 | F: 1.5 | G: 3.0 | H: 0.8 | I: -5.1 | J: -0.4

O=C(C1CCCN(S(=O)(=O)c2ccc(F)cc2)C1)N1CCN(Cc2ccccc2)CC1 (stereo not drawn)
  A: 5.6 | B: 1.8 | C: -1.4 | D: x | E: 0.7 | F: 0.8 | G: x | H: x | I: -6.6 | J: 0.2

O=C(CCl)N1CCCC1c1ccc2c(c1)OCCO2 (stereo not drawn)
  A: -2.7 | B: 5.8 | C: -3.5 | D: -0.3 | E: 7.8 | F: -0.1 | G: -12.0 | H: -4.7 | I: 1.9 | J: -0.8

COc1ccc(S(=O)(=O)NC(C)C(=O)Nc2cccc(C(C)=O)c2)cc1 (stereo not drawn)
  A: 31.0* | B: -1.6 | C: -5.1 | D: -4.8 | E: -7.2 | F: 3.5 | G: -0.1 | H: -5.7 | I: -2.1 | J: 0.2

Cc1cccc(C)c1OCC(=O)NNC(=O)CCNC(=O)c1ccco1
  A: 1.3 | B: -0.1 | C: -3.2 | D: -4.7 | E: 1.8 | F: 0.1 | G: 1.5 | H: 0.8 | I: 5.9 | J: -0.3

CCC(C)n1c(-c2cccc(S(=O)(=O)N3CCOCC3)c2)n[nH]c1=S (stereo not drawn)
  A: -2.7 | B: -0.4 | C: 4.5 | D: -16.5 | E: 6.7 | F: -1.0 | G: -1.7 | H: -1.0 | I: 1.4 | J: 0.1

O=C(Cc1cccs1)N1CCN=C1SCc1cccc(F)c1
  A: 3.8 | B: 1.2 | C: 0.1 | D: 4.6 | E: -2.3 | F: 1.1 | G: 1.2 | H: -0.9 | I: 2.6 | J: 0.1

COc1ccc(C(CNC(=O)C(CC(C)C)NS(=O)(=O)c2ccc(C)cc2)N2CCOCC2)cc1 (stereo not drawn)
  A: -1.8 | B: 0.2 | C: 1.4 | D: -1.6 | E: 2.4 | F: -8.1 | G: -0.9 | H: -1.9 | I: -3.1 | J: -0.1

Brc1ccc(-c2noc(COc3ccc4c(c3)CCC4)n2)o1
  A: -2.7 | B: 0.5 | C: -3.4 | D: -0.1 | E: 8.4 | F: 7.9 | G: 3.5 | H: -9.8 | I: -3.7 | J: 0.1

O=C(CSc1ccc(Cl)cc1)Nc1cccc(NC(=O)c2ccco2)c1
  A: 4.6 | B: -8.3 | C: -7.8 | D: 1.2 | E: -11.3 | F: -1.1 | G: -0.1 | H: 6.5 | I: -3.1 | J: 0.2

CCn1c(SCC(=O)c2ccc(CNC(C)=O)o2)nnc1-c1cccs1
  A: -0.2 | B: 1.3 | C: 4.2 | D: -1.6 | E: -8.1 | F: 3.8 | G: 0.1 | H: 11.0 | I: -0.9 | J: 0.7

CC1CCCCN1CCNC(=O)CN1C(=O)COc2ccccc21 (stereo not drawn)
  A: -1.4 | B: -4.8 | C: 2.6 | D: 8.0 | E: -1.0 | F: -0.3 | G: -0.2 | H: 5.3 | I: 5.9 | J: -0.2

CCC1(C)Cc2c(sc3nnn(Cc4ccccc4Cl)c(=O)c23)CO1 (stereo not drawn)
  A: 7.1 | B: 0.1 | C: -11.1 | D: -1.8 | E: -1.9 | F: 6.5 | G: 1.8 | H: -1.9 | I: -5.1 | J: 0.3

By substructure: the entries above containing fluorine
Screens by letter: A = ADAM10 inh; B = NPR1 activator; C = DDE Tn6 FP inh; D = ARFGAP1 inh; E = sPLA2-III inh; F = rCAG RNA binder; G = FXN GAA850 act; H = ASAP1 GAP inh; I = GC-B act; J = KLK7 zymogen act
O=C(C1CCCN(S(=O)(=O)c2ccc(F)cc2)C1)N1CCN(Cc2ccccc2)CC1 (stereo not drawn)
  A: 5.6 | B: 1.8 | C: -1.4 | D: x | E: 0.7 | F: 0.8 | G: x | H: x | I: -6.6 | J: 0.2

O=C(Cc1cccs1)N1CCN=C1SCc1cccc(F)c1
  A: 3.8 | B: 1.2 | C: 0.1 | D: 4.6 | E: -2.3 | F: 1.1 | G: 1.2 | H: -0.9 | I: 2.6 | J: 0.1

Additional compounds.
Screens by letter: A = ADAM10 inh; B = NPR1 activator; C = DDE Tn6 FP inh; D = ARFGAP1 inh; E = sPLA2-III inh; F = rCAG RNA binder; G = FXN GAA850 act; H = ASAP1 GAP inh; I = GC-B act; J = KLK7 zymogen act
COc1ccc(C(=O)N2c3cc4c(cc3C(C)=CC2(C)C)OCO4)cc1
  A: 11.2 | B: -9.2 | C: -1.6 | D: 0.7 | E: 12.0 | F: -1.8 | G: 0.6 | H: 5.2 | I: -12.0 | J: 0.5

Cc1ccnc2ccc(-c3nc4ccccc4o3)cc12
  A: -222.2 | B: -5.8 | C: 0.7 | D: 15.8 | E: -2.9 | F: 1.7 | G: 6.2 | H: -4.3 | I: -4.5 | J: -5.8

Cc1ccc(N(C(C)C(=O)Nc2c(C)n(C)n(-c3ccccc3)c2=O)S(C)(=O)=O)cc1C (stereo not drawn)
  A: -4.0 | B: -4.0 | C: 7.1 | D: 13.7 | E: 0.7 | F: -6.0 | G: 0.7 | H: 6.8 | I: 6.3 | J: 0.1

COc1ccc(Cl)cc1NC(=S)NC1CCCC1
  A: -4.8 | B: -0.9 | C: -2.4 | D: -2.8 | E: 11.0 | F: 0.3 | G: -0.1 | H: 7.1 | I: -6.7 | J: -0.3

Nc1cc(N)cc(-c2nc3ccccc3[nH]2)c1
  A: -6.2 | B: -0.3 | C: -12.9 | D: 8.0 | E: 9.2 | F: 21.4 | G: 0.6 | H: -10.7 | I: -3.1 | J: -0.5

Cc1ccc(NC(=O)c2ccc3c(c2)NC(=O)CS3)nc1
  A: -14.6 | B: 1.6 | C: 4.2 | D: 2.1 | E: 11.3 | F: 4.7 | G: 3.8 | H: 0.5 | I: -3.4 | J: -0.3

CC(CN(C)Cc1ccccc1)OC(=O)c1ccccc1F (stereo not drawn)
  A: -2.2 | B: 1.4 | C: 0.3 | D: -4.8 | E: -3.6 | F: -2.2 | G: 0.5 | H: -9.0 | I: 1.4 | J: 0.0

COc1ccccc1NC(=O)N(Cc1ccco1)Cc1cc2c(C)ccc(C)c2[nH]c1=O
  A: -11.4 | B: 5.1 | C: 0.4 | D: 1.4 | E: 6.6 | F: 1.1 | G: -0.7 | H: 0.2 | I: 6.1 | J: -0.2

COc1ccc(C(=O)Nc2nc(C)cc(C)n2)cc1
  A: 0.5 | B: 2.5 | C: 6.9 | D: 12.3 | E: -0.6 | F: -2.7 | G: 1.2 | H: 8.7 | I: 2.5 | J: 1.1

COc1ccc(NC(=O)CSc2nnc(-c3ccncc3)n2CC2CCCO2)c(OC)c1 (stereo not drawn)
  A: 0.6 | B: 4.5 | C: -2.3 | D: 25.7* | E: 7.1 | F: -2.6 | G: 2.2 | H: -4.2 | I: 7.5 | J: 0.5

Oc1c(C(Nc2nccs2)c2ccc(C(F)(F)F)cc2)ccc2cccnc12 (stereo not drawn)
  A: 3.2 | B: -0.8 | C: 0.8 | D: 10.3 | E: 40.3* | F: -4.2 | G: -7.2 | H: -12.5 | I: 0.7 | J: 1.0

CC(=O)Nc1cccc(NC(=O)CSc2n[nH]c(-c3ccccc3)n2)c1
  A: -5.9 | B: -3.1 | C: -5.0 | D: 12.4 | E: -6.3 | F: 6.0 | G: -1.2 | H: 2.8 | I: 0.2 | J: -0.6

Cc1cc(NS(=O)(=O)c2ccc(NC(=O)c3cc4c(=O)n5ccccc5nc4s3)cc2)nc(C)n1
  A: -106.8 | B: 3.6 | C: 9.7 | D: 7.4 | E: 1.6 | F: 31.9 | G: 2.0 | H: -11.0 | I: -0.4 | J: 0.5

Cc1c(C(=O)NCc2ccc3c(c2)OCO3)oc2ccccc12
  A: 0.7 | B: 7.0 | C: -6.0 | D: -1.1 | E: -8.6 | F: -3.6 | G: 0.7 | H: 9.6 | I: -1.8 | J: 0.2

COc1cccc(NC(=O)N2CCCC2)c1
  A: -1.2 | B: -1.3 | C: 2.6 | D: -1.3 | E: -8.9 | F: 1.8 | G: -0.1 | H: 8.4 | I: 5.1 | J: -0.8

Cc1cc(C)c2nc(SCC(=O)NCCN3C(=O)CSC3=O)cc(C)c2c1
  A: 2.6 | B: -1.4 | C: -5.6 | D: -0.7 | E: -32.2 | F: -2.9 | G: -1.7 | H: -14.4 | I: -2.9 | J: -0.3

Cc1cc(C(=O)CSc2nncn2C)c(C)n1-c1ccccc1
  A: -2.7 | B: 4.8 | C: -5.9 | D: -7.2 | E: -0.9 | F: -5.5 | G: 2.7 | H: -8.2 | I: -3.6 | J: 0.4

Cc1ccc(CNC(=O)CS(=O)Cc2nc(-c3ccccc3Cl)oc2C)cc1 (stereo not drawn)
  A: -4.2 | B: -2.3 | C: -0.3 | D: 3.5 | E: -5.2 | F: -4.6 | G: -0.5 | H: -8.7 | I: -4.3 | J: -0.5

COC(=O)[C@@]12C[C@@H](CC(=O)NCc3cccc(C(F)(F)F)c3)C(=O)N(Cc3ccc4c(c3)OCO4)C1=CCC(C)(C)C2
  A: 14.7 | B: -2.5 | C: 0.9 | D: 0.3 | E: -17.1 | F: 3.4 | G: x | H: 5.8 | I: -6.6 | J: -0.3

Cc1cc(C(=O)NCCCN2CCN(c3cc(Cl)ccc3C)CC2)n(-c2ccccc2)n1
  A: -3.3 | B: -4.4 | C: -4.6 | D: -10.5 | E: -12.6 | F: 1.7 | G: 0.6 | H: 1.5 | I: 1.2 | J: 0.0

COC(=O)c1ccc2c(=O)n(CCCCCC(=O)NCc3ccc4c(c3)OCO4)c(=O)[nH]c2c1
  A: -14.8 | B: 7.6 | C: -1.1 | D: -2.9 | E: 5.0 | F: 3.5 | G: -1.4 | H: 7.4 | I: 6.0 | J: 0.3

O=C(COc1ccc(F)cc1)Nc1nccs1
  A: -5.8 | B: 3.3 | C: -2.6 | D: -1.9 | E: 2.2 | F: 3.2 | G: 0.8 | H: -17.0 | I: 0.4 | J: 0.3

O=C(N/N=C/c1ccc(Cl)cc1)C(=O)N1CCCCCC1
  A: 2.6 | B: 3.6 | C: -7.9 | D: 24.9* | E: -11.9 | F: -5.3 | G: -0.7 | H: 2.7 | I: -0.8 | J: 0.3

N=c1c2ccccc2nc2n1CCCCCCC2
  A: -4.9 | B: 4.2 | C: -4.7 | D: -0.7 | E: -1.0 | F: -0.3 | G: -0.1 | H: -10.0 | I: -4.3 | J: 0.2

N=c1n(Cc2ccc(Cl)cc2)c2ccccc2n1CC(O)COc1ccccc1 (stereo not drawn)
  A: -1.1 | B: -40.6 | C: -2.3 | D: 0.8 | E: 6.2 | F: 18.5 | G: -6.2 | H: 2.1 | I: -18.4 | J: -0.1
